# Screening data deposited in PubChem BioAssay by National Center for Advancing Translational Sciences (NCATS).
# G9a inh = inhibitors of human histone lysine methyltransferase G9a | Potency, µM (titrated, usually from 102 µM), inactives show at the top dose activity, negative = inhibition, hits mostly inhibitors | G9a H3K9 monomethylation, AlphaScreen, 2 h | AID 504332 | 350,000 tested, 8.8% active | Q96KQ7; note: potency is the fitted concentration of half-maximal effect; % is set by controls: 0 for no effect and ±100 for the full control effect; nearly all actives have a fitted effect of over 75% in size
# Target sequence (Q96KQ7 913-1193 limits assumed): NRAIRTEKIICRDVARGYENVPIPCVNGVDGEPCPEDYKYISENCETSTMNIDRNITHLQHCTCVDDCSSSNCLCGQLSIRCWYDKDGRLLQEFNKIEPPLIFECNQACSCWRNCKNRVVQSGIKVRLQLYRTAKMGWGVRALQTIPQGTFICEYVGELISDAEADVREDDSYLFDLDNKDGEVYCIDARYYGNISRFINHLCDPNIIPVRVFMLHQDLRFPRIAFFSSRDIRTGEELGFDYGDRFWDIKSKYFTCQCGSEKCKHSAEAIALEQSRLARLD
#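 G9a (20 nM) was preincubated 15 min with compound, then reacted 2 h at room temperature with 500 nM biotin-H3K9 peptide and 20 µM SAM. Monomethyl-H3K9 detected by AlphaScreen using anti-H3K9me1 antibody.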
# PI4K2A block = inhibitors of human PI4K2A; AID 1346378; activity change, negative = inhibition, % at 76.9 µM; Q9BTU6; 420,000 tested, 0.13% active; purified PI4K2A, ADP-Glo luminescence, 1 h; hits give low values; in the data active = activity change below about -50%; inconclusive = mostly about -30% to -49%;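 note: -100% = wells without enzyme as full effect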
#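 Compounds are screened against recombinant PI4K2A using PI as substrate and ATP, the latter dispensed at 300 microM. Reactions run one hour at ambient temperature before ADP-Glo detection; full inhibition defined by wells lacking enzyme.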
# GLS inhibitor = blocks human kidney-isoform glutaminase activity; O94925; GLS enzymatic activity, qHTS titration; Potency, µM (highest dose often 45.5 µM), for inactives: at the highest dose activity change, negative = inhibition, most hits filed as inhibitors; 410,000 tested, 0.21% active; note: potency is the fitted concentration of half-maximal effect; % is set by controls: 0 for no effect and ±100 for the full control effect
# Target sequence (O94925 whole entry, looked up, canonical isoform): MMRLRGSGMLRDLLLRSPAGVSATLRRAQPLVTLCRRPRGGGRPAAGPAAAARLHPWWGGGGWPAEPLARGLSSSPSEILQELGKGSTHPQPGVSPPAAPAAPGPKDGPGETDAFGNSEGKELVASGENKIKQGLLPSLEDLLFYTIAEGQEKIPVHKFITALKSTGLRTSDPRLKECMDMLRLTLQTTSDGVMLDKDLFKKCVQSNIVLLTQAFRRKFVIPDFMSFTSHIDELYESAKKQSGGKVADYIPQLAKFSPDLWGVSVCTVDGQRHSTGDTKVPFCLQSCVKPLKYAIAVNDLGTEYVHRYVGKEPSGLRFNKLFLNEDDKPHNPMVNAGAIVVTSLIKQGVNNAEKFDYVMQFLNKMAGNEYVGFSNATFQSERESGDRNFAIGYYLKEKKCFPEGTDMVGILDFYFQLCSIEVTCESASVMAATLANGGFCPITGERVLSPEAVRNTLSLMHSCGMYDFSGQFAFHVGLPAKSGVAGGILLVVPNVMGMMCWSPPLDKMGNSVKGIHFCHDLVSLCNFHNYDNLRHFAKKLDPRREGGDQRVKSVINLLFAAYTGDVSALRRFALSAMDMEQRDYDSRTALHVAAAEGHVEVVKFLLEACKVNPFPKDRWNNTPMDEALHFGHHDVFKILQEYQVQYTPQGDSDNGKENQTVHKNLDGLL
#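 hKGA; 45 mM KH2PO4 pH 8.2 + 0.02% Tween-20; cpd via pin tool; 1 mM Gln soln; GluOx/HRP/Amplex Red; RT 30 min; fluor. t0 & final.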
# HP1b binding inh = HP1-beta chromodomain-methylated histone interaction inhibition. AlphaScreen HP1-beta / biotin-H3K9me3 peptide binding. Potency, µM (series often up to 114 µM), inactives show top-dose activity change, negative = inhibition, hits mostly inhibitors. 390,000 tested, 0.56% active. AID 540317; note: potency is the fitted concentration of half-maximal effect; nearly all actives have a fitted effect of over 70% in size; inactives centre near 23
#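 HP1-beta protein (50 nM final) preincubated 30 min at room temperature with biotinylated H3(1-18)K9me3 peptide (50 nM) in PBS pH 7.4, 0.01% Tween-20, then compound added for 30 min. AlphaScreen streptavidin donor/nickel chelate acceptor beads (10 ug/mL final), 30 min dark, luminescence read.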
# ERG Ets-DNA blk = blocks human ERG Ets domain binding to DNA. P11308. fluorescence polarization, His-ERG Ets domain / labelled DNA. Potency, µM (titrated, usually from 76.9 µM), inactives show at the top dose FP activity, negative = inhibition, actives largely listed as inhibitors. 370,000 tested, 0.028% active; active = well fitted inhibition curve with a large enough effect in the polarisation, with a control signal flat; inconclusive = small, poorly fitted or top-dose-only effect, or effect the other way, or a change in a side signal; inactive = no such curve, though single readings can be large or run the other way; the % refers to the polarisation;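 note: polarization taken with two DNA probes labelled with fluorescein and Texas red; potency is the fitted concentration of half-maximal effect; % of control where 0% means no effect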
#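 His-tagged ERG Ets domain (1 uM in the protein solution; 300mM KCl, 50mM Tris-HCl, 1mM EDTA, 1mM DTT, pH 7.5) received compound, then a probe mix of 5 nM fluorescein-DNA and 100nM Texas-615-DNA. Fluorescence polarization was read for both dyes.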
# JMJD2A Tudor inh = JMJD2A Tudor domain (human) inhibition; O75164; AlphaScreen JMJD2A-Tudor / H3K4me3 peptide binding; Potency, µM (titrated, usually from 114 µM), inactives show top-dose activity change, negative = inhibition, actives largely listed as inhibitors; 390,000 tested, 4.4% active; note: potency is the fitted concentration of half-maximal effect; % is set by controls: 0 for no effect and ±100 for the full control effect; nearly all actives have a fitted effect of over 50% in size
# Pin1 inhibitor = blocks the human prolyl isomerase Pin1; Q13526; Pin1 FP peptide displacement, HiFluor488, 10 min; Potency, µM (doses to about 115 µM), for the others: top-dose activity, negative = inhibition, hits mostly inhibitors; 390,000 tested, 0.009% active; AID 504891; active = well fitted inhibition curve with a large enough effect in the polarisation, with a control signal flat, not every such curve was filed as active; inconclusive = small, poorly fitted or top-dose-only effect, or effect the other way, or a change in a side signal; inactive = no such curve, though single readings can be large or run the other way; the % refers to the polarisation; note: potency is the fitted concentration of half-maximal effect; % is set by controls: 0 for no effect and ±100 for the full control effect
# BAZ2B block = inhibitors of human BAZ2B bromodomain | Q9UIF8 | AlphaScreen BAZ2B-H3K14Ac peptide displacement | Potency, µM (highest dose often 114 µM), inactives show top-dose activity change, negative = inhibition, usual class: inhibitors | 360,000 tested, 4.4% active | AID 504333; note: potency is the fitted concentration of half-maximal effect; % is set by controls: 0 for no effect and ±100 for the full control effect; nearly all actives have a fitted effect of over 60% in size
#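 AlphaScreen luminescence quantifies BAZ2B engagement of H3K14Ac peptide; the protein and biotinylated peptide are both at 50 nM final, buffer PBS pH 7.4 with 0.01% Tween-20, all steps at room temperature.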
# PGK inhibitor = blocks T. brucei phosphoglycerate kinase; P07378; PGK/GAPDH coupled, Kinase-Glo luminescence, 60 min; Potency, µM (doses to about 57.5 µM), for the others: top-dose activity change, negative = inhibition, actives largely listed as inhibitors; 380,000 tested, 0.043% active; AID 602233; note: potency is the fitted concentration of half-maximal effect; % is set by controls: 0 for no effect and ±100 for the full control effect; nearly all actives have a fitted effect of over 60% in size
#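 Luminescent ATP detection (Kinase-Glo Plus) follows a 60-minute room-temperature incubation, with wells lacking PGK as controls. Buffer: 100 mM TEA (pH 7.6), 5 mM MgCl2, 0.01% Tween-20. Coupling enzyme GAPDH (100 nM final) supplies unstable 1,3-BPG in-well.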
# * marks the source's active call; other numbers are inactive results; i = inactive; ? = inconclusive; / = no result given; [ ] = dose if it differs, or a comment. Unless noted, calls come from the whole dose curve; as a rule, active = well fitted curve in the direction sought with a large enough effect; inconclusive = small, poorly fitted or top-dose-only effect, or another doubt; inactive = no such curve, though single readings can be large; an effect the other way counts as inactive or inconclusive.
(1) COc1cc(C(=O)Nc2ccc(-n3cnnn3)c(C)c2)cc(OC)c1OC
(2) NC(=O)C(=O)N/N=C1\CCc2ccccc21
(3) Cn1c(=O)n(CCc2ccccc2)c(=O)c2c1ncn2Cc1ccccc1
(4) CC1=C(C(=O)Nc2ccc(C)cc2C)C(c2sccc2C)n2ncnc2N1 (stereo unspecified)
(5) CC(O)[C@H]1CNCCN1CC1(c2ccccc2)CC1 (stereo partly specified)
(6) COc1ccc(NC(=O)c2cccc(NS(=O)(=O)c3ccccc3)c2)cc1
(7) CSc1nc(N)nc(SCC(=O)CC(=O)OC(C)C)c1C#N
(8) COc1ccc(C(=O)CCS(=O)(=O)c2ccc(C)cc2)cc1
Screen / compound no.	1	2	3	4	5	6	7	8
G9a inh	2%[12.7 µM]	6%	5%[12.7 µM]	-7%[59 µM]	-4%[12.7 µM]	?	-8%[12.7 µM]	-9%
PI4K2A block	9	3	6	4	1	5	41	3
GLS inhibitor	12%	-1%	2%	12%	12%	-13%	12%	1%
HP1b binding inh	13%	32%	22%	13%[57 µM]	39%[activator]	31%	20%	59%[activator]
ERG Ets-DNA blk	-4%	0%	-2%	-2%	12%	12%	0%	-4%
JMJD2A Tudor inh	-18%	-12%	4%	-18%	-9%	-13%	-7%	2%
Pin1 inhibitor	-12%	-9%	6%	-1%	-3%	-1%	16%	3%
BAZ2B block	-2%	-6%	0%	3%	-1%	-25%	-1%	7%
PGK inhibitor	-4%	-2%	2%	-1%	10%	-21%	-6%	1%

(9) O=C1NC(=S)N/C1=C/c1cccnc1
(10) Cc1nc2ccccc2c(=O)n1NC(=O)c1ccccc1
(11) COc1cccc(OC)c1OCCN1CCN(C(=O)c2ccco2)CC1
(12) CC(C)(C)c1ccc(C(=O)N2CCC(C(=O)N3CCCCC3)CC2)cc1
(13) COc1ccc(C(=O)Nc2ccc(Cl)c(Cl)c2)c(OC)n1
(14) CC(=O)Sc1nc(-c2ccccc2)[nH]c1S(=O)(=O)c1ccc(C)cc1
(15) Cc1ccc(C(=O)NCc2ccc(N(C)C)cc2)cc1NC(=O)c1nsc2ccccc12
(16) Cc1ccc(Cl)cc1N1CCN(S(=O)(=O)c2c(C)[nH]c(C)c2C(=O)N2CCCCC2)CC1
Screen / compound no.	9	10	11	12	13	14	15	16
G9a inh	?	21%	12%	17%	-4%[59 µM]	2.2µM*	-53%[59 µM]	-21%
PI4K2A block	6	2	2	0	-1	0	5	-9
GLS inhibitor	3%	0%	1%	0%	12%	?	10%	-7%
HP1b binding inh	-3%	22%	22%	20%	19%	?	-17%[57 µM]	-9%[57 µM]
ERG Ets-DNA blk	0%	3%	7%	-7%	-6%	-6%	0%	3%
JMJD2A Tudor inh	-5%[11.4 µM]	-6%	-15%[57.1 µM]	10%	2%	13µM*	?	-33%
Pin1 inhibitor	7%	0%	-1%	-9%	2%	?	14%	?
BAZ2B block	-20%	-15%	-6%	4%	-4%	?	?	?
PGK inhibitor	i	2%	0%	6%	9%	-2%	9%	-1%

(17) COc1ccccc1C(=O)NC(CCSC)C(=O)NCCCSc1ccccc1 (stereo unspecified)
(18) CC(C)(C)SCCNC(=O)CSCc1ccc([N+](=O)[O-])cc1
(19) O=C(c1nc2ccc(Cl)cn2c1CN1CCCC1)N1CCc2ccccc2C1
(20) CC1CCN(S(=O)(=O)c2ccc(S(=O)(=O)NCC(=O)C(C)(C)C)cc2)CC1
(21) COc1ccc(-c2noc(COc3ccc(Br)cc3C)n2)cc1OC
(22) COc1ccc(/C=C/C(=O)Nc2c(C)nn(C)c2C)cc1COc1ccc(Br)cc1
(23) CCOC(=O)c1c(NC(=O)/C=C/c2ccc(C)cc2)sc2c1CCCC2
(24) O=S(=O)(Cc1ccccc1Cl)NCCc1ccc(F)cc1
Screen / compound no.	17	18	19	20	21	22	23	24
G9a inh	56µM*	-19%[59 µM]	79µM*	?	108%[activator][59 µM]	14%[59 µM]	23%[59 µM]	19%
PI4K2A block	1	7	-14	-5	0	1	-7	0
GLS inhibitor	-1%	3%	-19%	2%	-1%	23%	9%	0%
HP1b binding inh	-12%	12%	9%	32%[activator]	90%[activator]	33%	56%[activator]	47%[activator]
ERG Ets-DNA blk	0%	10%	4%	/	-3%	-1%	-5%	4%
JMJD2A Tudor inh	-34%	-15%	?	1%	63%[activator]	-2%	8%	-2%
Pin1 inhibitor	-1%	3%	?	-1%	22%	?	0%	0%
BAZ2B block	?	0%	?	13%	54%[activator]	14%	16%	9%
PGK inhibitor	-1%	2%	-1%	/	4%	4%	i	-8%

(25) O=C(CSc1nnc(CCc2ccccc2)n1-c1ccc(Cl)cc1)NCc1ccccc1
(26) Cc1ccccc1NC(=S)NNc1ncc(C(F)(F)F)cc1Cl
(27) CC1CCC(NC(=O)c2ccc(NC(=O)CC3SC(N4CCCC4)=NC3=O)cc2)CC1 (stereo unspecified)
(28) O=C(NCCCn1ccnc1)c1cc(S(=O)(=O)N2CCOCC2)ccc1F
(29) O=C1c2ccccc2-c2nnc(-c3ccc(O)cc3)cc21
(30) C#CCOCCOCCOCCNc1nc(N2CCOCC2)nc(N2CCN(C(=O)Cn3cc(CC(C)O)nn3)CC2)n1 (stereo unspecified)
(31) CS(=O)(=O)Nc1ccccc1N=C(c1ccccc1)c1ccccc1
(32) COc1cccc(-n2c(=O)c3c(C)c(C)sc3n(CC(=O)Nc3ccccc3OC)c2=O)c1
Screen / compound no.	25	26	27	28	29	30	31	32
G9a inh	0%[12.7 µM]	?	-8%	6%	-47%	79µM*	/	3%[59 µM]
PI4K2A block	2	-7	-2	6	-28	-3	0	-6
GLS inhibitor	-8%	11%	0%	-9%	-8%	3%	15%	-1%
HP1b binding inh	11%	12%	32%	37%	-20%	22%	24%	41%[activator]
ERG Ets-DNA blk	5%	-2%	7%	1%	-4%	1%	-3%	-3%
JMJD2A Tudor inh	-21%	-17%	-10%	-10%	-24%	-18%	-12%	-2%
Pin1 inhibitor	-4%	?	-2%	2%	-1%	0%	-2%	1%
BAZ2B block	-18%	-6%	11%	/	?	-14%	-1%	3%
PGK inhibitor	i	-6%	3%	i	-11%	2%	-2%	/

(33) NC(=O)c1nsnc1-c1ccccc1O
(34) COc1ccc(CC(=O)N2N=C(C)CC2(O)C(F)(F)F)cc1OC (stereo unspecified)
(35) Cc1ccc(OCCC(=O)Nc2ccc(C)c(F)c2)cc1
(36) CC(C(=O)Nc1ccc(S(=O)(=O)N2CCCC2)cc1)N1CCN(c2ccccc2O)CC1 (stereo unspecified)
(37) C=CC1=C2C=C(C3CC3)N(CC3CC3)C=C2C(=O)C(C)(OC(=O)c2ccco2)C1=O (stereo unspecified)
(38) Cc1ccc(Cl)cc1N1CCN(C(=O)c2cc3c(-c4ccccc4F)nn(C)c3s2)CC1
(39) CCCS(=O)(=O)N1CC(=O)N(c2ccccc2C)C(C)(C(=O)NC2CCCC2)C1 (stereo unspecified)
(40) c1cncc(-c2nc(N3CCOCC3)c3c4c(sc3n2)CCC4)c1
Screen / compound no.	33	34	35	36	37	38	39	40
G9a inh	?	/	20%	/	/	-2%[59 µM]	-1%[59 µM]	28%
PI4K2A block	3	6	0	-7	-11	-1	1	1
GLS inhibitor	6%	4%	-3%	15%	-2%	-3%	1%	3%
HP1b binding inh	38%	44%[activator]	74%[activator]	6%	43%[activator]	26%	19%	24%
ERG Ets-DNA blk	-3%	3%	-5%	7%	-24%	-4%	-4%	-11%
JMJD2A Tudor inh	6%	-3%	-5%	?	-24%	-16%	-9%	-8%
Pin1 inhibitor	0%	-7%	4%	2%	?	2%	-4%	9%
BAZ2B block	25%	-10%	-16%	/	/	/	3%	1%
PGK inhibitor	i	6%	-10%	i	-4%	?	5%	-3%

(41) CC(OC(=O)c1cc(Br)ccc1O)C(=O)Nc1ccc(S(=O)(=O)N2CCCC2)cc1 (stereo unspecified)
(42) Cc1csc(SCC(=O)NCc2ccccc2Cl)n1
(43) COc1ccc(C(=O)c2ccc(Br)cc2)c2ccccc12
(44) C=CCNC(=O)N1CCCC(C(=O)c2cccc(OC(C)C)c2)C1 (stereo unspecified)
(45) COC(=O)c1ccc(C2C(C(=O)c3ccco3)=C(O)C(=O)N2c2cc(C)on2)cc1 (stereo unspecified)
Screen / compound no.	41	42	43	44	45
G9a inh	0%[0.501 µM]	?	-4%[59 µM]	17%	?
PI4K2A block	-4	3	2	6	-4
GLS inhibitor	2%	0%	-1%	-3%	3%
HP1b binding inh	10%	23%	112%[activator]	28%	20%
ERG Ets-DNA blk	/	6%	-3%	19%	-4%
JMJD2A Tudor inh	-19%	-2%	93%[activator]	-3%	?
Pin1 inhibitor	9%	-2%	14%	-3%	-4%
BAZ2B block	5%	-9%	3%	3%	-39%
PGK inhibitor	i	3%	0%	0%	-4%
